Source: PubChem
PREPL inhibitor: human PREPL enzyme inhibition; Q4J6C6; recombinant PREPL, fluorescence polarization activity-based probe; inhibition, % at 5.96 µM; 320,000 compounds, 0.68% hits; AID 2751; in the data active = inhibition above about 43%;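 also: 0% = enzyme with DMSO and 100% = wells lacking enzyme; many of its hits are not listed in these tables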
Target sequence (Q4J6C6 whole entry, looked up): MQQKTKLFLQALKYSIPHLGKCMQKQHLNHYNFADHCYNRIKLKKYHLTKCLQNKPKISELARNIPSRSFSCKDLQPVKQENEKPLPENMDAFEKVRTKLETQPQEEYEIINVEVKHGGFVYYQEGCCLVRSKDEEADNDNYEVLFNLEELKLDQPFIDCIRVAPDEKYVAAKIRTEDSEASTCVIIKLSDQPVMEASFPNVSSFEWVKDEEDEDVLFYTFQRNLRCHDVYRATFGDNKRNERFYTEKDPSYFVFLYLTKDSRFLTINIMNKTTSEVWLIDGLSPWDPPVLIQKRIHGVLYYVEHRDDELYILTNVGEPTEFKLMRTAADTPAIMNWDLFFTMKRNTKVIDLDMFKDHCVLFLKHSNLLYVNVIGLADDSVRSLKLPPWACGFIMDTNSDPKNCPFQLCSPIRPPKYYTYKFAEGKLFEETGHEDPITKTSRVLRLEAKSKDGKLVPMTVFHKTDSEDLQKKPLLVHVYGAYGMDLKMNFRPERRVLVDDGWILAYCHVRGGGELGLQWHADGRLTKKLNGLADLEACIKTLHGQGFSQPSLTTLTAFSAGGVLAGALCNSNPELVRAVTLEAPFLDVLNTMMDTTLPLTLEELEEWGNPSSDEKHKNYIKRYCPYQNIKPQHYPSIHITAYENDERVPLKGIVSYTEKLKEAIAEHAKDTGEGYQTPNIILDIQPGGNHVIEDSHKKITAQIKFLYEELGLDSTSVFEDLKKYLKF
PAFAH2 FP inh: inhibitors of human PAFAH2; Q99487; recombinant PAFAH2, FP-rhodamine activity probe, fluorescence polarization; inhibition, % at 3.39 µM; 340,000 compounds, 0.99% hits; AID 492956;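 active = inhibition above the mean over all tested compounds plus 3 SD, cut at about 30% in these data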;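 also: inhibitors block probe labeling of enzyme so polarization drops; 0% = enzyme with DMSO and 100% = wells lacking PAFAH2 protein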
PAFAH1B3 FP inh: PAFAH1B3 (human) inhibition. Q15102. recombinant PAFAH1B3, FP-rhodamine probe, fluorescence polarization. inhibition, % at 3.39 µM. 340,000 compounds, 0.28% hits. AID 492972;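 active = inhibition above the screen-wide average of all tested compounds plus 3 SD, cut at about 25% in these data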;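 also: 0% = enzyme with DMSO only and 100% = wells lacking PAFAH1B3 protein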
Target sequence (Q15102 whole entry, looked up): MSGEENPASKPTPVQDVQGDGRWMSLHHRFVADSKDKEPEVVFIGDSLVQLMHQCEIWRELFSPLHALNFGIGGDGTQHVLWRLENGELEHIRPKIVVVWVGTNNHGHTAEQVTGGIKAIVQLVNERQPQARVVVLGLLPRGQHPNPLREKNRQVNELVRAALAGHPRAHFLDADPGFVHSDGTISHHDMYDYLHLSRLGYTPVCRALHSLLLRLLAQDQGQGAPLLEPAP
LYPLA1 counter: counter-screen for PME1 inhibitors: inhibitors of human LYPLA1; recombinant LYPLA1, FP-Rh probe fluorescence polarization; inhibition, % at 5.9 µM; 320,000 compounds, 0.16% hits; AID 2174;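 active = inhibition above the mean of all tested compounds plus 3 SD, set per campaign, cut at about 14% in these data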;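 also: inhibitors block serine hydrolase probe labeling of LYPLA1 so polarization falls; 0% = enzyme with DMSO and 100% = wells lacking LYPLA1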
EBNA-1 inh: blocks EBNA-1 binding to DNA | EBNA-1 DNA binding, fluorescence polarization | inhibition, % at 14.8 µM | 300,000 compounds, 0.34% hits | AID 1950; in the data active = inhibition above about 28%
GSTO1 counter: blocks human GSTO1 in RBBP9 counter-screen; recombinant GSTO1, activity-based probe fluorescence polarization; inhibition, % at 5.96 µM; P78417; 300,000 compounds, 1.1% hits;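 active = inhibition above the campaign mean inhibition plus 3 SD, cut at about 35% in these data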;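 also: 0% = GSTO1-1 with DMSO and 100% = wells lacking GSTO1-1 enzyme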
ZTA counter: ZTA (EBV) inhibition in EBNA-1 counter-screen; 320,000 compounds, 0.15% hits; P03206; ZTA-DNA binding, fluorescence polarization; inhibition, % at 11 µM; in the data active = inhibition above about 33%
LYPLA2 counter: counter-screen for PME1 inhibitors: inhibitors of human LYPLA2; O95372; recombinant LYPLA2, FP-Rh probe fluorescence polarization; inhibition, % at 5.9 µM; 320,000 compounds, 0.38% hits; AID 2177;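 active = inhibition above the screen-wide mean plus 3 SD, limit set per campaign, cut at about 26% in these data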;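 also: 0% = LYPLA2 with DMSO and 100% = wells lacking LYPLA2 enzyme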
PAD4 FP inh: inhibitors of human PAD4; Q9UM07; recombinant PAD4, RCA probe fluorescence polarization; inhibition, % at 6.36 µM; 330,000 compounds, 0.41% hits; AID 485272;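 active = percent inhibition above a cutoff equal to the mean of all tested compounds plus 3 SD, cut at about 15% in these data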;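 also: 0% = PAD4 with RCA probe and DMSO and 100% = probe without PAD4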
* = called active by the depositor; nt = not tested or not shown. Some of the compounds tested; the hit share may differ from the screen's.

SMILES	PREPL inhibitor	PAFAH2 FP inh	PAFAH1B3 FP inh	LYPLA1 counter	EBNA-1 inh	GSTO1 counter	ZTA counter	LYPLA2 counter	PAD4 FP inh
O=C(Cc1ccc(Cl)cc1)Nc1ccccc1C(=O)N1CCCCC1	20.7	-2.9	-10.2	5.1	6.2	5.4	-15.1	1.1	-0.3
Clc1ccc(Oc2nc(N3CCOCC3)nc(N3CCOCC3)n2)cc1	-4.4	2.0	-2.1	0.5	7.2	1.2	1.3	9.1	-0.6
COc1ccc(N=Nc2nc3cc(Br)c(Br)cc3n2C)c(OC)c1	35.4	6.1	-5.6	3.8	4.2	40.2*	-5.6	9.6	9.3
CC(Sc1ccccc1)C(=O)NCCc1ccccc1 (configuration not stated)	-3.2	-5.2	3.5	-2.4	-6.2	0.9	-15.8	7.0	0.5
O=C(Nc1cccnc1)c1ccc(Cl)cc1[N+](=O)[O-]	8.0	-1.7	1.9	0.6	-1.7	-2.5	-4.6	1.9	-3.3
O=C(CSc1nnc(C2CC2)n1Cc1ccccc1)Nc1cccnc1Cl	0.2	-2.9	4.6	-4.4	3.4	-6.5	0.8	2.3	0.8
COc1ccc(C2c3[nH]c4ccccc4c3C[C@H]3C(=O)N(C4CCN(Cc5ccccc5)CC4)CC(=O)N23)c(OC)c1 (some centres not stated)	20.9	3.1	5.4	-2.6	-1.8	6.5	11.8	-1.7	1.5
CC1=CC2=NC(=O)/C(=C\c3cc(C)n(-c4cccc(Cl)c4)c3C)C(=N)N2O1	-6.4	8.2	-1.4	-3.6	-3.2	-6.9	-3.6	7.9	-1.6
COc1ccc(S(=O)(=O)Nc2ccccc2OC)cc1NC(=O)c1cc2ccccc2oc1=O	3.9	-20.3	7.7	-2.9	-6.5	1.9	-3.8	-5.8	-7.8
Cc1cccn2c(N)c(-c3ccccc3)nc12	0.6	-5.8	7.7	0.7	1.8	-2.4	-8.5	5.5	-0.8
S=C(Nc1ccccc1Cl)Nc1ccc(Cl)cc1Cl	3.1	-2.2	-4.1	-2.6	-6.5	2.5	4.7	-3.4	-1.6
CCc1ccccc1NC(=O)N1CCCC(CCC(=O)N(C)CCc2ccccn2)C1 (configuration not stated)	-2.4	6.4	6.8	-0.9	5.4	4.4	6.0	-2.8	-4.2
COc1ccc(-c2nnc(SCCC(=O)O)n2-c2ccccc2)cc1OC	7.4	6.4	6.9	3.8	-1.7	0.3	4.9	4.4	1.6
CC(C)CC(=O)N1CCN(Cc2ccc(C(F)(F)F)cc2)CC1	17.5	1.7	4.3	-2.5	-20.0	8.2	-12.5	2.6	-2.8
Cc1ccc(S(=O)(=O)Nc2ccc(-n3c(C)nc4ccccc4c3=O)cc2)cc1	-3.1	1.5	-1.0	3.7	6.2	-9.7	-0.9	0.6	-1.6
Cc1ccc(-c2noc(CSc3nnc(Cc4ccccc4)n3-c3cccc(C)c3)n2)cc1	27.1	5.8	-2.1	-3.7	0.6	1.4	9.8	-4.7	1.4
O=C(CCN1CCOCC1)Nc1cc(C(=O)Nc2ccccc2F)ccc1N1CC2CC(C1)c1cccc(=O)n1C2 (configuration not stated)	9.6	5.6	5.9	-3.0	-3.3	-0.8	-4.5	3.2	-0.9
O=C1C(=O)N(Cc2cccnc2)C(c2ccccn2)/C1=C(/O)c1ccccc1 (configuration not stated)	0.4	3.4	1.6	-0.4	6.0	3.9	-5.4	-0.9	-2.0
COc1ccc(-n2nc3c(c2NC(=O)C2CC(=O)N(c4ccccc4)C2)CS(=O)(=O)C3)cc1 (configuration not stated)	-40.8	-5.2	-2.6	0.1	2.9	-3.5	8.4	4.5	-1.0
Cc1ccc(S(=O)(=O)N2CCOCC2)cc1NC(=O)CNCC1CCCCC1	-6.3	1.0	2.4	3.9	-6.9	8.6	9.8	7.5	-4.0
COc1cccc(/C=C/C(=C2/C(=O)N(c3ccccc3)N=C2C)c2ccc(C)cc2)c1OC	-1.8	13.4	-2.1	3.0	-1.8	4.6	12.9	2.8	0.0
COc1ccc(NC(=O)/C(C#N)=C/c2ncc([N+](=O)[O-])n2C)c(OC)c1	3.9	1.7	-0.5	1.9	-0.1	2.9	1.5	5.9	0.1
COc1ccc(C2(C(N)=O)CCCCC2)cc1OC	-3.5	7.2	6.1	-3.2	5.7	4.9	-0.6	-2.6	2.4
COc1ccc(C(=O)NC(C(=O)N2CCN(c3ccccc3O)CC2)C(C)C)cc1 (configuration not stated)	17.6	-8.8	-7.1	-0.9	3.1	3.8	-5.7	-0.1	-1.8
O=C(CSc1ccc2ccccc2c1)NCCCN1CCCC1=O	4.9	9.5	6.0	2.0	13.9	4.3	-3.7	3.5	2.7
Remaining list, next part.
SMILES	PREPL inhibitor	PAFAH2 FP inh	PAFAH1B3 FP inh	LYPLA1 counter	EBNA-1 inh	GSTO1 counter	ZTA counter	LYPLA2 counter	PAD4 FP inh
Cc1c(C(=O)C(=O)N2CCN(C)CC2)c2ccccc2n1C	-2.6	11.4	4.4	-0.9	-10.2	2.0	-0.1	-2.3	4.5
O=C(Nc1cccc2c1CCCC2)c1ccccc1F	5.3	0.7	3.9	1.2	1.2	-0.8	-10.3	-1.6	-2.4
Cc1ccc2[nH]c(=O)c(C(c3nnnn3C(C)(C)C)N3CCN(C(=O)c4ccco4)CC3)cc2c1 (configuration not stated)	1.3	7.0	-4.9	1.4	-5.6	-2.8	-9.5	8.5	-3.4
N#CC(=C=[N-])c1nc2ccccc2nc1-[n+]1cccc(NC(=O)c2ccc(F)cc2)c1	25.8	nt	nt	4.0	-8.6	58.9*	-3.8	3.4	-0.8
Cc1cc2cc(CNC(=O)Cc3ccc([N+](=O)[O-])cc3)ccc2[nH]1	14.8	-0.8	15.5	-1.9	-3.4	2.4	5.2	2.3	-5.3
CC(O)CNC(=O)Cc1cc(=O)[nH]c(=O)[nH]1 (configuration not stated)	-10.5	-6.5	0.8	-0.2	-6.6	-3.7	-6.0	5.1	-6.0
CN(C)c1ccc(N/C=C/C(=O)c2ccc(F)cc2)cc1	23.7	6.9	1.1	-2.5	4.1	45.5*	78.3*	2.3	31.2*
O=C(NCC(=O)N(c1ccc2c(c1)OCO2)C(C(=O)NC1CCCC1)c1cccs1)c1ccco1 (configuration not stated)	9.2	1.2	4.6	3.4	-1.0	1.6	-10.7	6.5	-1.4
Cc1ccc([N+](=O)[O-])cc1S(=O)(=O)N1CCCC1	1.0	-1.2	0.5	-6.0	2.9	8.3	-2.6	2.2	1.8
O=[N+]([O-])c1ccc(O)c(/C=N\N=C2c3ccccc3-c3ccccc32)c1	16.1	23.8	16.6	2.9	3.2	15.2	17.1	2.4	-1.0
CCOc1ccccc1C(=O)NCCC(=O)O	2.5	3.3	1.4	-3.7	-5.0	-6.3	-8.8	-6.8	-2.6
CN1CCN(C(=O)COCc2cc(-c3ccc4c(c3)OCO4)on2)CC1	15.1	3.1	5.3	-1.1	4.3	1.7	3.3	11.6	-2.2
CN(C)c1nc(SCC#N)nc(N(C)C)n1	-0.5	-0.5	-0.7	-4.5	-2.0	4.4	5.4	1.9	1.2
CCOc1ccc(N(CC(=O)N2CC=C(c3ccccc3)CC2)S(=O)(=O)c2c(C)noc2C)cc1	-37.4	-1.3	9.7	0.4	7.4	2.3	4.4	0.8	-2.1
CCOC(=O)COc1ccc(C2NC(C(=O)O)CS2)cc1 (configuration not stated)	2.6	0.0	3.9	2.7	-9.4	2.5	19.7	-1.6	-5.0
COc1ccc(NC(=O)CCn2cccc2)cc1	8.7	6.4	0.1	-1.8	-1.3	2.3	-16.4	-6.9	3.8
Cc1ccc(C(C[N+](=O)[O-])c2c(-c3ccccc3O)[nH][nH]c2=O)cc1 (configuration not stated)	22.0	11.0	1.6	-0.3	7.2	35.5*	-1.9	3.9	-6.1
COc1ccc(COc2cc(-c3cccc(OC)c3)nc3ccc(NC(=O)C(C)C)cc23)cc1	1.5	-34.2	-34.1	-24.1	5.0	-15.3	8.0	-28.2	-1.1
Cc1cccc(N2CCN(C(=O)c3cn(C)c(=O)c4c3c3ccccc3n4C)CC2)c1C	39.9	1.6	3.8	-2.0	-5.0	-0.2	7.0	6.2	3.9
CCOC(=O)C(C)Oc1cccc2c(=O)n(CC(=O)NCc3ccc4c(c3)OCO4)ccc12 (configuration not stated)	5.0	4.5	3.6	-4.2	12.8	-2.5	7.9	-4.9	5.4
O=C(NCc1ccccc1)C1=C[C@@H](C2CC2)C[C@@H](OCCCCO)O1	8.5	-0.4	-1.7	-3.9	-4.8	1.4	-3.9	-3.4	-2.1
CN(C)S(=O)(=O)c1ccc(Cl)c(NC(=O)COC(=O)CCSc2ccccc2)c1	2.2	1.2	9.3	1.6	3.1	0.1	-3.6	2.9	3.0
CCc1nc(-c2ccccc2)cc(=O)[nH]1	0.1	4.1	9.8	-0.9	-7.2	2.8	-4.8	-1.0	1.4
Cc1nc2ccc(NS(=O)(=O)c3ccc(F)c(F)c3F)cc2s1	9.4	0.1	6.8	nt	nt	nt	nt	nt	2.2
COc1ccc(CN(C2CCCC2)S(=O)(=O)c2ccc(-n3cnnn3)c(OC)c2)cc1OC	13.9	18.1	5.0	0.1	-9.2	1.9	1.5	3.1	-0.2

Already shown: two of the compounds above.
SMILES	PREPL inhibitor	PAFAH2 FP inh	PAFAH1B3 FP inh	LYPLA1 counter	EBNA-1 inh	GSTO1 counter	ZTA counter	LYPLA2 counter	PAD4 FP inh
Cc1c(C(=O)C(=O)N2CCN(C)CC2)c2ccccc2n1C	-2.6	11.4	4.4	-0.9	-10.2	2.0	-0.1	-2.3	4.5
O=C(Nc1cccc2c1CCCC2)c1ccccc1F	5.3	0.7	3.9	1.2	1.2	-0.8	-10.3	-1.6	-2.4

The list continues:
SMILES	PREPL inhibitor	PAFAH2 FP inh	PAFAH1B3 FP inh	LYPLA1 counter	EBNA-1 inh	GSTO1 counter	ZTA counter	LYPLA2 counter	PAD4 FP inh
O=C(CSc1ccc(-c2ccc(Br)cc2)nn1)NC1CCCC1	27.8	0.6	-4.3	-4.8	-2.1	-1.5	8.5	-2.2	-3.3
CCn1c(COc2ccccc2)nnc1SCC(=O)C(C)(C)C	15.2	-3.8	8.1	-0.4	-13.0	6.3	-13.4	0.2	-8.4
O=C(NCc1nnc(SCC(=O)N2CCCCC2)o1)c1c(F)cccc1Cl	-4.6	0.3	-2.9	-1.7	7.7	0.0	6.2	-0.9	-6.0
O=C(Nc1ccccc1F)NC1CCN(Cc2nnnn2Cc2ccc(F)cc2)CC1	11.6	-6.2	6.2	1.3	-10.4	0.8	-10.3	14.1	-3.1
COc1ccc(CNC(=O)C(c2ccc(C)o2)N(C(=O)c2snc(C(N)=O)c2N)c2ccccc2OC)cc1 (configuration not stated)	13.5	-9.4	-0.1	0.6	2.6	-6.8	6.4	5.2	-7.1
Cc1cccc(NC(=O)NCCc2ccc(Cl)cc2)c1	5.1	-0.2	1.3	-0.8	-6.3	6.5	-7.2	2.0	-5.6
CCCCC(=O)NS(=O)(=O)c1ccc(NS(C)(=O)=O)cc1	-1.8	-2.3	4.1	2.1	2.2	3.9	-13.0	2.5	-1.6
CCN(C(=O)[C@@H]1CCCN1C(=O)c1cccs1)c1nc2cc(Cl)ccc2s1	4.6	5.6	1.7	-11.2	-3.8	2.6	7.0	-17.2	0.5
CC1CCN(CCOc2ccc(C(=O)c3ccccc3)cc2)CC1	-43.7	-3.0	8.4	0.0	-0.4	-0.4	0.8	-1.7	-2.4
S=C(NCc1ccco1)Nc1ccc(Oc2ccc(Cl)cc2)cc1	4.3	-1.4	6.4	-7.9	-6.0	-5.8	1.4	-4.2	-2.6
CC(C)CCN(C(=O)CNC(=O)c1ccco1)C(C(=O)NC1CCCCC1)c1ccco1 (configuration not stated)	-8.2	6.4	2.9	-2.9	-8.5	6.3	-10.9	-10.3	-1.6
O=C(Nc1cccc(S(=O)(=O)NC2=NCCC2)c1)c1cc(-c2ccco2)nc2ccccc12	15.0	4.4	7.6	-12.8	-1.1	60.5*	-14.3	-2.4	-6.2
